# V-ATPase pH = regulators of yeast V-ATPase proton pumping, primary screen, pHLuorin cytosolic pH fluorescence | S. cerevisiae | response, % at 10 µM | hit rate 0.37% among 350,000 | AID 504577, 2011; in the data active means response mostly above about 7.3%, no sharp cut-off; inactive means mostly below about 5.4%; further: actives read high; inactives centre near 0; some compounds called inactive have numbers as strong as hits; reference of the scale not given here
# Pemphigus Ab inh = inhibitors of pemphigus antibody binding to DSG3, primary screen, biochemical, bead-based, flow cytometry, scFv-GFP; binding (percent of control), % at 10 µM; DSG3-coupled beads, scFv-anti-DSG3-GFP binding; hits give low values; hit rate 0.48% among 310,000;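 active means binding more than 3 SD below its plate's average and above zero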;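 further: hits lower antibody fragment binding to DSG3; some compounds called inactive have numbers as strong as hits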
# PKA-R2B act = activators of PKA-R2B holoenzyme, primary screen, biochemical, fluorescence polarization, Cy5-IP20, human; PKA-R2B holoenzyme dissociation; R2B truncated from residue 108, S112A mutant; 0% DMSO only, 100% 113 µM cGMP; cAMP-dependent protein kinase catalytic subunit beta (Homo sapiens) + cAMP-dependent …; activation, % at 11.4 µM; hit rate 0.079% among 340,000;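 active means activation above a cutoff set at the mean over all compounds plus 3 SD, cut at about 18% in these data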;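 further: higher means more holoenzyme dissociation and a rise in polarization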
# PKA-R1A activ = activators of PKA-R1A holoenzyme, primary screen, biochemical, fluorescence polarization, Cy5-IP20, bovine R1A, mouse PKAc; cAMP-dependent protein kinase type I-alpha regulatory subunit (Bos taurus) + …; PKA-R1A dissociation; scaled: DMSO 0%, 113 µM cGMP 100%; activation, % at 11.4 µM; hit rate 0.083% among 340,000;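 active means percent activation above the mean of all tested compounds plus 3 SD, cut at about 19% in these data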;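 further: higher means more PKAc released from R1A so a rise in polarization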
# DAGLB inhibitor = DAGLB lipase inhibitors, primary screen, biochemical, fluorescence, HTS; HEK293T DAGLB membrane lysate, EnzChek fluorogenic substrate; inhibition, % at 5.17 µM; hit rate 0.059% among 340,000; Diacylglycerol lipase-beta (Homo sapiens), Q8NCG7; AID 504411, 2011; in the data active means inhibition above about 34%;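 further: 0% = enzyme with vehicle and 100% = wells lacking enzyme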
# Target sequence (Q8NCG7 whole entry, looked up): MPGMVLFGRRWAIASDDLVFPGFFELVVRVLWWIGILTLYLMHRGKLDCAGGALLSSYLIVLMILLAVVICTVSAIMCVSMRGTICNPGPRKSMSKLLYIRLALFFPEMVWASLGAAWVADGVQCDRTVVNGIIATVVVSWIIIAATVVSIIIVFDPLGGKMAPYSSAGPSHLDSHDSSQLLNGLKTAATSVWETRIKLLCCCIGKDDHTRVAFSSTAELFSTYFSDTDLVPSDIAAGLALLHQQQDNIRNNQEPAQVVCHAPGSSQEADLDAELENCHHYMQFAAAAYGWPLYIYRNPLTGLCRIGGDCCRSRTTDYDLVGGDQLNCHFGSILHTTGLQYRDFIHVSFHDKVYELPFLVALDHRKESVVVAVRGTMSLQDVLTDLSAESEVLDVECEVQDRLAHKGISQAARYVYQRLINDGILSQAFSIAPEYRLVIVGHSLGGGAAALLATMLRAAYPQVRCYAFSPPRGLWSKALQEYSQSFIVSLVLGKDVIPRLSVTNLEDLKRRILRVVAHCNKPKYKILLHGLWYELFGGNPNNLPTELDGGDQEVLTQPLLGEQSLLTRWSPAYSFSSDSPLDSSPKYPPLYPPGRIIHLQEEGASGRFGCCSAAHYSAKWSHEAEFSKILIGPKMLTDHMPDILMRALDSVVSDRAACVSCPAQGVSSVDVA
# HTR5A inv ctr = HTR5A inverse agonists in luminescence cell assay, primary screen, counter-screen for OPRM1-OPRD1 heterodimer inverse agonist project, full-deck HTS; HTR5A cell line, inverse agonism; AID 504634, 2011; inhibition, % at 9.3 µM; hit rate 0.083% among 340,000; 5-hydroxytryptamine receptor 5A (Homo sapiens), P47898; in the data active means inhibition mostly above about 23%, no sharp cut-off; inactive means mostly below about 18%;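 further: 0% = cells with DMSO and 100% = no-cell wells with DMSO; some compounds called inactive have numbers as strong as hits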
# Target sequence (P47898 whole entry, looked up): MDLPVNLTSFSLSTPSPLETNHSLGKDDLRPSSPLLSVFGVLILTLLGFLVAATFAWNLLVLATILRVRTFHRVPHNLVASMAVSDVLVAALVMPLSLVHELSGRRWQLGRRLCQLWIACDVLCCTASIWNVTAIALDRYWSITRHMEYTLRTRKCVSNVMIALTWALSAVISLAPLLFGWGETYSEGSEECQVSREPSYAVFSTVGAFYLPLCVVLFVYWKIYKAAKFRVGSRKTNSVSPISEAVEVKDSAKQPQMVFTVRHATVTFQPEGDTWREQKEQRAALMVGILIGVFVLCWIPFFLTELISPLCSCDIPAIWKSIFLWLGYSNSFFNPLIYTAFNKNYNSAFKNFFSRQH
# OPRM1-OPRD1 ag = agonists of OPRM1-OPRD1 heterodimerization, primary screen, cell-based, luminescence | AID 504326, 2011 | hit rate 0.3% among 340,000 | cells | activation, % at 9.3 µM | Mu-type opioid receptor (Homo sapiens) + Delta-type opioid receptor (Homo sapiens), …; in the data active means activation above about 18%;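 further: 0% = vehicle-treated cells and 100% = reference agonist; values of inactives mirror those of a sister screen read the other way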
# MOR-DOR inv ag = inverse agonists of MOR-DOR heterodimerization, primary screen, cell-based, luminescence; hit rate 0.21% among 340,000; cell-based MOR-DOR heterodimer luminescence, inverse agonism; Mu-type opioid receptor (Homo sapiens) + Delta-type opioid receptor (Homo sapiens), …; AID 504357, 2011; inhibition, % at 9.3 µM; in the data active means inhibition above about 22%, passing the limit was not always enough;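 further: 0% = cells with DMSO and 100% = wells without cells with DMSO; values of inactives mirror those of a sister screen read the other way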
# HTR5A ag ctr = HTR5A agonists in luminescence cell assay, primary screen, counter-screen for OPRM1-OPRD1 heterodimer agonist project, full-deck HTS | 5-hydroxytryptamine receptor 5A (Homo sapiens), P47898 | cell-based | activation, % at 9.3 µM | hit rate 0.61% among 340,000; in the data active means activation mostly above about 9.5%, no sharp cut-off; inactive means mostly below about 7.6%;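 further: 0% = cells with vehicle only and 100% = reference agonist; strong numbers were not always called active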
# Arrestin-AP2 inh = inhibitors of beta-arrestin/AP2 binding, primary screen, biochemical, GPCR trafficking, flow cytometry; FITC-arrestin peptide / GST-AP2 beads; AP2 beta2 appendage carries R879A mutation; inhibition, % at 10 µM; hit rate 0.31% among 340,000; AID 504490, 2011;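 active means inhibition above a set limit, near 3 SD of compounds lacking own fluorescence, cut at about 54% in these data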;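 further: plate controls were DMSO wells for no effect and 5 µM unlabelled arrestin peptide for full effect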
#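 System: GST-AP2 R879A glutathione beads; medium: PBS, Tween 20 0.05%, BSA 0.1%; reagent: fluorescein-tagged arrestin peptide at 50 nM final; schedule: pre-incubation 12 min, peptide binding 1 h, room temperature; detection: flow cytometry, FL1 (488/535 nm); read-out: inhibition as reduced fluorescein signal on beads, percent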
# * hit, by the source's call; . = no result given.
# A first look, eleven compounds:
SMILES,V-ATPase pH,Pemphigus Ab inh,PKA-R2B act,PKA-R1A activ,DAGLB inhibitor,HTR5A inv ctr,OPRM1-OPRD1 ag,MOR-DOR inv ag,HTR5A ag ctr,Arrestin-AP2 inh
Cc1ccc(CN2CCN(Cc3cn[nH]c3-c3ccccc3)CC2CCO)o1 (stereo not drawn),-1,96,9,-1,-1,11,4.2,-21,-5,12
COC(=O)c1cc(-c2cccc([N+](=O)[O-])c2)c2c(=O)n(C)c(=O)n(C)c2n1,-2,108,1,0,0,-6,-2.0,10,2,-7
O=C(c1ccccc1)c1c[nH]c(C(=O)NCc2cccnc2)c1,-2,115,-9,1,-1,4,-0.4,2,-1,-3
CNC(=O)c1cc(S(=O)(=O)Nc2ccc3c(c2)OCCO3)ccc1C,7,109,0,3,-2,-15,-3.0,15,5,17
Cc1nnc(NC(=O)CSc2nnc(Cc3cccn3C)n2CCc2ccccc2)s1,1,104,-7,8,-1,9,-1.3,6,3,-1
O=C(Nc1cc(Br)ccc1O)c1cc(-c2ccccc2)on1,-1,97,-2,-1,-7,24,4.0,-18,-6,0
Cc1cc(NC(=O)CSc2nc3c(c(=O)n2-c2ccccc2)SC(C)C3)no1 (stereo not drawn),0,105,5,-2,2,-20,0.3,-2,-6,0
COc1ccc(-n2ncc3c(SCC(=O)N4CCN(c5ccccc5OC)CC4)ncnc32)cc1,0,.,-1,-11,-5,12,-0.7,4,-5,27
Cc1cc(C)c(C#N)c(Nc2ccccc2Cl)n1,-1,105,7,-3,-10,7,5.8,-29,0,-7
COc1cccc(C2C(C(=O)c3cccs3)=C(O)C(=O)N2CCN2CCOCC2)c1 (stereo not drawn),-14,98,-1,-10,2,-10,1.9,-9,3,12
CCSc1nnc(NC(=O)[C@@H](NC(=O)c2cc(OC)cc(OC)c2)C(C)C)s1,2,101,-9,2,1,-1,-1.1,6,0,27

# The list itself, from the start:
SMILES,V-ATPase pH,Pemphigus Ab inh,PKA-R2B act,PKA-R1A activ,DAGLB inhibitor,HTR5A inv ctr,OPRM1-OPRD1 ag,MOR-DOR inv ag,HTR5A ag ctr,Arrestin-AP2 inh
Cc1ccc(CN2CCN(Cc3cn[nH]c3-c3ccccc3)CC2CCO)o1 (stereo not drawn),-1,96,9,-1,-1,11,4.2,-21,-5,12
COC(=O)c1cc(-c2cccc([N+](=O)[O-])c2)c2c(=O)n(C)c(=O)n(C)c2n1,-2,108,1,0,0,-6,-2.0,10,2,-7
O=C(c1ccccc1)c1c[nH]c(C(=O)NCc2cccnc2)c1,-2,115,-9,1,-1,4,-0.4,2,-1,-3
CNC(=O)c1cc(S(=O)(=O)Nc2ccc3c(c2)OCCO3)ccc1C,7,109,0,3,-2,-15,-3.0,15,5,17
Cc1nnc(NC(=O)CSc2nnc(Cc3cccn3C)n2CCc2ccccc2)s1,1,104,-7,8,-1,9,-1.3,6,3,-1
O=C(Nc1cc(Br)ccc1O)c1cc(-c2ccccc2)on1,-1,97,-2,-1,-7,24,4.0,-18,-6,0
Cc1cc(NC(=O)CSc2nc3c(c(=O)n2-c2ccccc2)SC(C)C3)no1 (stereo not drawn),0,105,5,-2,2,-20,0.3,-2,-6,0
COc1ccc(-n2ncc3c(SCC(=O)N4CCN(c5ccccc5OC)CC4)ncnc32)cc1,0,.,-1,-11,-5,12,-0.7,4,-5,27
Cc1cc(C)c(C#N)c(Nc2ccccc2Cl)n1,-1,105,7,-3,-10,7,5.8,-29,0,-7
COc1cccc(C2C(C(=O)c3cccs3)=C(O)C(=O)N2CCN2CCOCC2)c1 (stereo not drawn),-14,98,-1,-10,2,-10,1.9,-9,3,12
CCSc1nnc(NC(=O)[C@@H](NC(=O)c2cc(OC)cc(OC)c2)C(C)C)s1,2,101,-9,2,1,-1,-1.1,6,0,27
CCOC(=O)CN1C(=O)SC(CC(=O)Nc2nccs2)C1=O (stereo not drawn),-4,109,4,7,1,22,-1.4,8,-1,-4
Cc1cc(C)c(C)c(S(=O)(=O)N2CCN(C(=O)CCc3nc4ccccc4c(=O)[nH]3)CC2)c1C,-2,99,-5,-4,2,10,-1.8,12,2,-5
O=C(Cn1cncn1)N/N=C/c1cccnc1,3,104,1,-7,-5,8,-3.3,17,0,39
Cc1ccc2nc(-c3ccccc3)cc(C(=O)N3CCN(S(=O)(=O)c4c(C)noc4C)CC3)c2c1,1,95,-1,0,0,6,-0.3,2,-2,-2
CCc1ccc(NC(=O)C2CC(=O)Nc3ncnn32)cc1 (stereo not drawn),-2,101,-12,-11,2,-10,0.4,-2,3,13
O=C(NC(NC(=S)Nc1ccc(Cl)cc1Cl)C(Cl)(Cl)Cl)c1cccc([N+](=O)[O-])c1 (stereo not drawn),-1,84,-6,-1,-1,-22,2.9,-16,-1,8
O=C1N/C(=C\c2ccccc2)C(O)=C1C=NCc1ccccc1,0,95,4,-12,1,-4,1.2,-6,0,15
O=c1c(Cc2ccccc2)c(O)ccn1CCc1cnc[nH]1,1,119,9,-2,0,-6,-1.9,10,2,9
Cc1ccc(/C=N/N=C2\SCC(=O)N2CC2CC2)cc1,2,108,-7,-10,-14,7,4.5,-22,-1,35
COCCC(=O)N1CCC(Oc2ccc(C(=O)N3CCCCCC3)cc2)CC1,2,95,0,1,1,-3,-2.9,15,-1,-2
C[C@H](NC(=O)c1[nH]cnc1C(=O)N[C@@H](C)CO)c1ccccc1,0,103,6,3,-3,.,.,.,.,.
COc1ccc(/C=N/NC2=NCCCCC2)cc1,1,104,-3,4,0,-3,0.4,-2,1,3
CCC/C(=N\NC(=O)C1CC1)c1ccc(Br)cc1,2,95,0,-1,-2,12,0.3,-2,3,34
O=C(O)c1ccccc1C(=O)c1ccc(Sc2ccc(Cl)cc2)c([N+](=O)[O-])c1,6,100,2,2,24,-22,-2.4,12,2,-7
# (next part)
SMILES,V-ATPase pH,Pemphigus Ab inh,PKA-R2B act,PKA-R1A activ,DAGLB inhibitor,HTR5A inv ctr,OPRM1-OPRD1 ag,MOR-DOR inv ag,HTR5A ag ctr,Arrestin-AP2 inh
Nn1c(SCC(=O)NCc2ccc3c(c2)OCO3)nnc1C(F)(F)F,1,103,-4,5,-1,0,-0.6,2,1,-14
COc1cccc(CN(C(=O)CN2C(=O)c3ccccc3S2(=O)=O)C(C(=O)NCC2CCCO2)c2ccco2)c1 (stereo not drawn),-2,.,5,-14,0,-3,-1.6,12,1,1
Cc1ccc(Cc2nnc(SCC(=O)Nc3ccccc3C)[nH]c2=O)cc1,3,99,-8,3,4,2,-1.9,10,-2,23
C#CCOCCOCCOCCNc1nc(N2CCN(C(=O)[C@H](C(C)C)n3cc(CCO)nn3)CC2)nc(N2CCN(C(=O)[C@H]([C@@H](C)CC)n3cc(CCCCN)nn3)CC2)n1,3,106,4,5,4,-17,2.2,-12,7,-1
CCN(CC)S(=O)(=O)c1cccc(-c2nnc(SCC(=O)c3cc(C)n(C4CC4)c3C)o2)c1,-3,107,5,-1,2,2,1.6,-10,3,16
Cc1ccc(C(C)C)c(OCC(=O)NNCC(=O)Nc2cccc(F)c2)c1,-3,.,-4,-18,-7,-8,8.0,-33,3,-6
CCOC(=O)Cn1nnnc1C(CC)N(Cc1cccs1)Cc1cc2ccc(OC)cc2[nH]c1=O (stereo not drawn),-1,108,-4,7,2,0,0.0,0,1,-4
Cc1cc(C(=O)Nc2cccc(C(=O)O)c2)oc1C,-3,88,-7,-4,-2,-26,-3.5,18,10,28
CC(C)Cn1c(N)c(C(=O)COC(=O)c2ccc([N+](=O)[O-])o2)c(=O)n(C)c1=O,-2,100,-2,-3,1,-7,4.9,-23,2,0
CCOC(=O)COc1cc(OCC(=O)OCC)c2c3c(c(=O)oc2c1)CCCC3,6,99,-8,-4,-2,-11,-1.1,5,3,-8
CCOc1ccc(C(c2nnnn2C(C)(C)C)N2CCN(C(=O)c3ccco3)CC2)cc1 (stereo not drawn),1,106,-8,-2,-1,-8,-3.4,18,3,22
Cc1ccccc1CC1(CO)CCCN(Cc2ccccc2Cl)C1 (stereo not drawn),-2,102,-2,8,-7,-23,5.5,-28,-1,0
Cc1cccc(OCC(=O)Nc2nonc2NC(=O)COc2cccc(C)c2)c1,-2,97,13,-12,3,6,1.6,-8,1,22
OC(c1ccccc1)(c1ccccc1)c1ccn[nH]1,-3,89,14,4,-2,-17,-0.4,2,6,2
CN(CC(=O)Nc1ccc(F)c(F)c1F)C(=O)CN1C(=O)C2CCCCC2C1=O (stereo not drawn),-1,99,-3,-13,3,17,-1.4,7,5,-2
O=C(N/N=C/c1cccs1)c1cnccn1,4,96,2,-4,2,3,-0.5,2,-1,12
CC(=O)Nc1c(Cl)c(Cl)c2c(c1Cl)Cc1cc(Cl)ccc1-2,0,92,7,-10,-2,-10,-0.5,2,3,-2
Cc1nc(NC(=O)COC(=O)C2=NNC(=O)CC2)c(Cl)cc1Cl,-4,83,-4,-6,-2,1,-0.2,2,0,-2
O=C(Nc1cccnc1)C1CCN(S(=O)(=O)c2cccc3nonc23)CC1,10,100,-10,-4,0,-10,0.4,-2,4,1
Oc1cccc(/C=N/N(Cc2ccccc2)c2ccccc2)c1,2,114,-9,-12,-3,-2,11,-50,1,-10
CCc1ccc(CNCc2cccnc2)cc1,-2,107,4,0,0,-9,-0.9,5,-4,8
O=C(N=C1N=C2C=CC(Br)=CN2Cc2ccccc21)c1ccc([N+](=O)[O-])cc1[N+](=O)[O-],4,96,2,-2,-1,10,16,-82,14,-1
O=C(CSc1nnc(-c2ccccc2)o1)N1CCOCC1,-3,62,-2,-14,1,-20,0.3,-2,1,1
COc1cc(C(=O)NCCCNc2nc3cc(C)c(C)cc3cc2C#N)cc(OC)c1OC,-2,99,-4,-8,-1,38,-1.4,8,1,33
N#Cc1cc2c(nc1S(=O)(=O)Cc1ccccc1)CCCC2,-2,94,-7,5,0,6,-2.3,11,-2,-3
O=C(NCCc1ccccn1)c1cc(-c2cccc3ccccc23)nc2ccccc12,.,99,-21,-9,1,4,-1.1,8,-1,-7
O=C(Oc1cccc(Nc2ncnc3ccccc23)c1)c1ccccc1Cl,2,119,-5,-16,-3,-23,4.9,-25,7,0
